Diaph inh CS = diaphorase inhibition or chemical oxidation counter-screen | diaphorase resazurin-to-resorufin fluorescence, NADH, 16 min; bacterial (C. kluyveri) enzyme, not human | inhibition, % at 20 µM | 190,000 tested, 0.69% active | AID 1217;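 active = primary screen inhibition at 20 µM above a set limit, cut at about 50% in these data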;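 also: plate controls were DMSO with full reaction for no effect and wells lacking NADH for full effect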
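Assay system – diaphorase enzyme from Clostridium kluyveri · Amount – diaphorase 0.14 U/mL (working solution) · Times – reaction incubation of 16 min at room temperature · Controls – No-NADH positive control and DMSO neutral control · Signal – resorufin fluorescence 544/590 nm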
L major viab = reduces viability of Leishmania major promastigotes | resazurin fluorescence viability | 200,000 tested, 9% active | inhibition, % at 10 µM; in the data active = inhibition above about 50%;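 also: promastigotes grown with compound for 44 hours at 28 °C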
PMI act hi M6P = PMI (human) activation, high substrate | P34949 | coupled PMI enzyme assay, resazurin fluorescence, 20 min; hits give high values; 1 = untreated enzyme, 0 = substrate-free blank | activation factor at 20 µM | 190,000 tested, 0.34% active | AID 1216;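 active = activation factor of 2 or more at 20 µM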
Target sequence (P34949 whole entry, looked up): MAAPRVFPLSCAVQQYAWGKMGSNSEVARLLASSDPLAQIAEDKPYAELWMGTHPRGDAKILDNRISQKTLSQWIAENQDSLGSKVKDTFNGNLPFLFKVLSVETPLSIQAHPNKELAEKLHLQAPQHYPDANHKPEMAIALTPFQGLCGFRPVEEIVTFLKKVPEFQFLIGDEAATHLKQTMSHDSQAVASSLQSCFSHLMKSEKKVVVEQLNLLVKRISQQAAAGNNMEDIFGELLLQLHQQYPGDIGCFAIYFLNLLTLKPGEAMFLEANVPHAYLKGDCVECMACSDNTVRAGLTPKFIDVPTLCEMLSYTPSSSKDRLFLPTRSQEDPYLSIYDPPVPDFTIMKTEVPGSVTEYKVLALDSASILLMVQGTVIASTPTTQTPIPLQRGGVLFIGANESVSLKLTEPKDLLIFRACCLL
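Test system: Human PMI in coupled enzyme assay | Input: 15 ng/mL PMI | Medium: HEPES-buffered pH 7.4 with magnesium and detergent | Compound: One concentration, 20 µM, in 1% DMSO | Incubation: Enzyme reaction with compound 20 min at room temperature | Detection: Diaphorase-driven resazurin-to-resorufin fluorescence, excitation 544, emission 590 nm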
TNAP act hiacc = TNAP (human) activation, high acceptor; purified TNAP, CDP-star luminescence, 1 M DEA, 30 min; hits give high values; 0 = EDTA background, 1 = DMSO-only activity; P05186; 200,000 tested, under 10 active; AID 1136; activation factor at 20 µM;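 active = activation factor at least 2 at 20 µM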
Target sequence (P05186 whole entry, looked up): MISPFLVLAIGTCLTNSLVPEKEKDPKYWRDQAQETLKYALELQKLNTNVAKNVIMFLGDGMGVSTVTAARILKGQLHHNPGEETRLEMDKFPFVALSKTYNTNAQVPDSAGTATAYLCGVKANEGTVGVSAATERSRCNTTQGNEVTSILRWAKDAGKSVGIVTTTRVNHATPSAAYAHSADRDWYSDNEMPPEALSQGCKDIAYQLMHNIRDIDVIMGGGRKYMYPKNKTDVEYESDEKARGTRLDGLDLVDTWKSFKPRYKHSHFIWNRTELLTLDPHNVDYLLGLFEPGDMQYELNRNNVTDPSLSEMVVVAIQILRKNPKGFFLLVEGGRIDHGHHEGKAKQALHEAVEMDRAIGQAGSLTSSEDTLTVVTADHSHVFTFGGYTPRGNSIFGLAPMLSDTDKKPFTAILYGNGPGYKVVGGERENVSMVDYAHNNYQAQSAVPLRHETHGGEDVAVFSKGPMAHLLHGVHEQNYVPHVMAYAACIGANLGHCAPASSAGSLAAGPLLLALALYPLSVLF
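Test system – human TNAP · Doses – 20 µM single point · Incubation – 30 min, room temperature · Signal – luminescent substrate turnover signal · Read-out basis – activation factor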
TNAP inh hiacc = TNAP (human) inhibition, high acceptor. purified TNAP, CDP-star luminescence, 1 M DEA. P05186. inhibition, % at 20 µM. 200,000 tested, 0.03% active;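 active = over 50% inhibition of tissue-nonspecific alkaline phosphatase at 20 µM in the single-dose screen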;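 also: plate controls were DMSO wells for no effect and EDTA-quenched wells as full inhibition for full effect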
PMI activator = activators of human phosphomannose isomerase; activation factor at 20 µM; P34949; 190,000 tested, 0.005% active; purified human PMI, coupled resazurin fluorescence, 20 min; hits give high values; 1 = vehicle control, 0 substrate-free wells;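 active = activation factor of 2 or more at 20 µM, relative to plate controls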
bIAP activator = intestinal alkaline phosphatase (bovine) activation | 200,000 tested, 0.17% active | activation factor at 20 µM | purified bovine IAP, CDP-star luminescence, 30 min; hits give high values; fold of DMSO-control signal, blank-subtracted | AID 1016;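 active = activation factor of 2 or more at 20 µM, a signal rise over negative controls twice the positive control's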
TNAP inh noacc = blocks human TNAP activity with no phosphate acceptor present; AID 1012; 200,000 tested, 0.26% active; P05186; purified TNAP, CDP-star luminescence, 30 min; inhibition, % at 20 µM;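 active = tissue-nonspecific alkaline phosphatase inhibition above about 50% at 20 µM in the single-dose screen, limit read from the data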;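 also: 0% = DMSO negative control and 100% = EDTA positive control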
Diaph act CS = diaphorase activation or chemical reduction counter-screen. Diaphorase/resazurin coupled assay, resorufin fluorescence, 16 min; hits give high values; 1 = vehicle wells, 0 = NADH-free wells. AID 1229. activation factor at 20 µM. 190,000 tested, 0.005% active;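 active = diaphorase activity raised at least twofold by the compound at 20 µM; inactive = activation factor below 2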
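Material: purified diaphorase enzyme from Clostridium kluyveri; Also added: 0.114 mM NADH and 0.1 mM resazurin, final amounts; Doses: single compound dose of 20 µM, 1% DMSO final; Times: 16 min enzyme reaction, ambient temperature; Detection: resorufin fluorescence, excitation 544 nm, emission 590 nm; Measure: increased resorufin signal from activators or reducing compounds.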
bIAP inhibitor = blocks bovine intestinal alkaline phosphatase activity; purified bovine IAP, CDP-star luminescence, 30 min; inhibition, % at 20 µM; 190,000 tested, under 10 active; AID 1019;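 active = over 50% inhibition of intestinal alkaline phosphatase at 20 µM in the single-dose screen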
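Assay system – bovine IAP enzyme · Quantity – bovine IAP at 1/65,000,000 final dilution · Detection – CDP-star luminescence signal · Times – 30 min reaction at room temperature · Also added – CDP-star substrate at 30 µM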
The depositor's hits bear a star; / = not tested or not shown.

Fields – L major viab, TNAP act hiacc, Diaph act CS, PMI activator, bIAP inhibitor, Diaph inh CS, TNAP inh noacc, bIAP activator, PMI act hi M6P, TNAP inh hiacc
1) COC(=O)c1ccc(C(=O)OC)c(NC(=O)C(C)C)c1
→ 7, 1, 1, 1.1, 4, -2, 2, 1, 1.1, -1
2) c1ccc(C2CCCN(Cc3nc(CC4CC4)no3)CC2)cc1 (centres undefined)
→ -6, 1, /, /, -21, /, -6, 1.2, /, 0
3) COc1ccc(S(=O)(=O)CCc2nnc(NC(=O)c3cccs3)s2)cc1
→ -6, 1, 1, 1, 1, 2, -3, 1, 1, 1
4) Cc1cc(C)cc(NC(=O)C2CCCN2C(=O)NC2CCCCC2)c1 (centres undefined)
→ 7, 1, 0.9, 0.9, 0, 6, -5, 1, 1, -1
5) Cc1cc(C(=O)CN2CC(C)OC(C)C2)c(C)n1-c1ccccc1 (centres undefined)
→ -5, 1, 0.9, 1, 8, 14, 7, 0.9, 1, -2
6) O=C(COC(=O)c1ccc(Br)o1)NCCCc1ccccc1
→ -4, 1.1, 0.9, 1, 11, 11, -6, 0.9, 1, -7
7) CCOC(=O)C1C(=O)NCC2CCCC21 (centres undefined)
→ -4, 1, 0.9, 1, 12, 9, -10, 0.9, 1, -4
8) CC(C)CCOc1ccc(C2CC(=O)N(C)C2=O)cc1 (centres undefined)
→ -4, 1, 0.9, 0.9, 3, 9, -5, 1, 0.9, -2
9) CCN(C(=O)CN1CCN(Cc2ccccc2)CC1)c1c(N)n(Cc2ccccc2)c(=O)[nH]c1=O
→ -1, 1, 1, 1, -9, 3, -10, 1.1, 1, -4
10) CCCc1nn(C)c(C(=O)Nc2ccc(C(C)(C)C)cc2)c1Cl
→ 2, 1, 0.8, 0.9, 15, 17, -7, 0.8, 1, -5
11) CCc1ccc(OCC(=O)Nc2ccc(CN3CCCCC3)cc2)cc1
→ -3, 1, 1, 1, -5, 4, -1, 1.1, 1, -1
12) CCOc1ccccc1NC(=O)CC1Nc2ccccc2NC1=O (centres undefined)
→ 11, 1, 0.8, 1.2, -17, 18, -5, 1.2, 1, 3
13) COc1ccc(C(=O)N2CCN=C2SC)cc1
→ -4, 1, 1.2, 1.2, 3, -18, -8, 1, 1.2, -5
14) CCC1C(=O)N=C(SCC(=O)Nc2ccc(S(N)(=O)=O)cc2)NC1=O (centres undefined)
→ -1, 1, 0.8, 0.9, -6, 15, 2, 1.1, 0.9, 0
15) COc1ccccc1-c1nc(C#N)c(N2CCCCCC2)o1
→ 5, 1.1, 1, 1, -7, 4, -7, 1.1, 1, -9
16) COc1ccc(-c2cc(C(=O)NCc3cccnc3)no2)cc1
→ -4, 1, 0.9, 0.9, 9, 8, -9, 0.9, 0.9, -2
17) Cc1ccccc1NC(=O)CCC(=O)N/N=C/c1ccc(F)cc1
→ -3, 1.1, 1, 1, 2, -2, -15, 1, 1.1, -6
18) Cc1onc(-c2ccccc2)c1C(=O)N/N=C/c1cccc(O)c1
→ -2, 1.1, 1, 1, -6, 4, -18, 1.1, 1, -5
19) CCOC(=O)c1[nH]c(C)c(C(=O)NC2CCN(C(=O)OCC)CC2)c1C
→ -7, 1.1, 1.1, 1.1, -4, -11, -2, 1, 1.1, -7
20) Cc1ccnc2nc(C(=O)OCC(=O)N(CC(C)C)CC(C)C)nn12
→ 4, 1, 0.9, 1.1, -5, 5, -8, 1, 1, -3
21) COc1cccc2oc(-c3ccco3)cc(=O)c12
→ 31, 1, 0.9, 1.1, -22, 12, -4, 1.2, 1.1, 1
22) COc1cc(NC(=O)c2noc3c2CCC3)c(OC)cc1Cl
→ -5, 1.1, 0.9, 0.8, -16, 14, -4, 1.2, 0.9, -6
23) CN(C)c1cccc(C(=O)NC2CCCCCC2)c1
→ 1, 1, 0.9, 0.9, 12, 11, -7, 0.9, 0.9, 3
24) CCOC(=O)c1c(C)n(C)c2ccc(OCC(O)CN3CCC(C)CC3)cc12 (centres undefined)
→ 44, 1, 0.8, 1, 2, 18, -3, 1, 0.9, -2
25) C=C(C)COc1ccc(-c2[nH]ncc2-c2ccccc2)c(O)c1
→ 8, 1, 0.8, 0.8, -18, 25, -6, 1.2, 0.9, -4
26) CC(=O)NCCOC(=O)Nc1cccnc1
→ -5, 1.1, 1, 1.1, 6, 5, 1, 0.9, 1.1, -5
27) CCN(CC)CCNC(=O)C12CC3CC(C)(CC(C)(C3)C1)C2
→ 94*, 1, 0.9, 0.9, -8, 11, -20, 1.1, 1, 0
28) Cn1c(=O)c(Oc2ccc(F)cc2)c(O)c2ccccc21
→ -9, 1, 0.9, 1, 9, 11, -9, 0.9, 1, 0
29) COc1ccc(NS(=O)(=O)c2ccc3oc(Nc4ccc5c(c4)OCCO5)nc3c2)cc1
→ 93*, 1.1, 0.7, 0.8, 12, 25, -13, 0.9, 0.9, -8
30) CCOC(=O)N1CCN(CC(=O)Nc2sccc2C#N)CC1
→ 8, 1.1, 0.9, 1.1, 5, 7, -22, 0.9, 1.1, -8
31) CC(C)N1CCC(N2CCN(CC#Cc3ccccc3)CC2CCO)CC1 (centres undefined)
→ -4, 1.1, 1, 1, -5, 1, -9, 1, 1.1, -5
32) COc1ccc(NC(=O)NC23CC4(C)CC(C)(CC(C)(C4)C2)C3)cc1
→ 95*, 1, 1, 0.9, 0, 0, -6, 1, 1, -3
33) Cc1cc(NC(=O)COc2ccc3oc4ccccc4c3c2)no1
→ 0, 1, 1, 1.1, 10, 1, -10, 0.9, 1.1, -4
34) CCc1cccc(NC(=O)CN2C(=O)NC3(CCCCCCC3)C2=O)c1
→ 27, 1, 0.8, 0.9, 2, 17, -6, 1, 0.9, -2
35) CN1CCN(/N=C/c2ccc(Br)cc2)CC1
→ 4, 1, 1, 1, -16, -1, -16, 1.2, 1, -2
36) CC(C)(C)c1ccc(C(=O)NCC(=O)OCN2C(=O)c3ccccc3C2=O)cc1
→ 0, 1, 0.9, 1, 7, 14, -6, 0.9, 1, -5
37) Cc1ccc2nc(NC(=O)CCNS(=O)(=O)c3cccs3)sc2c1
→ 49, 1, 0.9, 0.9, -9, 13, -1, 1.1, 0.9, -2
38) O=C(/C=C/c1ccc([N+](=O)[O-])cc1)NCCSc1ccccc1
→ -2, 1, 0.9, 0.9, /, 5, 0, 0.5, 0.9, 1
39) N=c1sccn1CC(=O)N1CCc2ccccc21
→ -4, 1, 1, 1.1, 5, 1, -5, 1, 1.1, 2
40) Cc1nc2c(ccc3nc(NC(=O)c4ccc(S(=O)(=O)N(C)C)cc4)sc32)s1
→ 1, 1, 0.8, 0.9, 3, 18, -11, 1, 0.9, -1
41) Cc1oc2ccc(OCc3ccccc3F)cc2c1C(=O)O
→ -4, 1, 1, 1, 8, 4, -2, 0.9, 1, 2
42) COc1ccccc1-c1ccc(SCc2ccc(F)cc2)nn1
→ -6, 1, 0.8, 0.8, 12, 18, -8, 0.9, 0.9, 2
43) COc1ccc(C2CC(=O)N3CN(Cc4ccco4)CSC3=C2C#N)cc1 (centres undefined)
→ 4, 1, 0.6, 0.4, 3, 41, -8, 1, 0.3, 1
44) CCn1c(CN2CCN(c3ccc(Cl)cc3)CC2)nc2ccccc21
→ 17, 1, 0.9, 1.1, 11, 13, -10, 0.9, 1, 1
45) CSc1nc2n(n1)C(c1cc(Br)ccc1F)C(C(=O)N(C)C)=C(C)N2 (centres undefined)
→ -2, 1, 0.9, 1, 8, 8, -7, 0.9, 1.1, -3
46) CCc1cccc(C)c1NC(=S)N(CCN(C)C)Cc1cccs1
→ 6, 1.1, 0.9, 1, 4, 6, -14, 1, 1.1, -6
47) COC(=O)NC1CSCC1OC(=O)CN1C(=O)c2ccccc2C1=O (centres undefined)
→ -10, 1, 0.8, 0.9, 5, 20, -8, 0.9, 0.8, -1
48) O=S(=O)(CCc1nc2ccccc2o1)c1ccc(Cl)c(Cl)c1
→ -8, 1, 0.9, 1, 5, 7, -5, 1, 0.9, 0
49) CC(C)C(=O)NCCc1nc2ccccc2n1CCCOc1ccc(Cl)cc1
→ 9, 1.1, 0.8, 0.9, 3, 17, -6, 1, 0.9, -8
50) N#C/C(=C\C1=C(N2CCOCC2)C(=C\c2ccc(Cl)cc2)/CC1)C(=O)Nc1ccccc1F
→ 13, 0.6, 1, 1, 1, 0, 48, 1, 1, 41
51) Cc1cc(C)nc(-n2nc(C)c(Br)c2Nc2ccc(Br)cc2)n1
→ 4, 1, 0.9, 1, 0, 6, -3, 1, 1, 3

Molecules listed so far with an aryl methoxy group, in the order listed:
Fields – L major viab, TNAP act hiacc, Diaph act CS, PMI activator, bIAP inhibitor, Diaph inh CS, TNAP inh noacc, bIAP activator, PMI act hi M6P, TNAP inh hiacc
3) COc1ccc(S(=O)(=O)CCc2nnc(NC(=O)c3cccs3)s2)cc1
→ -6, 1, 1, 1, 1, 2, -3, 1, 1, 1
13) COc1ccc(C(=O)N2CCN=C2SC)cc1
→ -4, 1, 1.2, 1.2, 3, -18, -8, 1, 1.2, -5
15) COc1ccccc1-c1nc(C#N)c(N2CCCCCC2)o1
→ 5, 1.1, 1, 1, -7, 4, -7, 1.1, 1, -9
16) COc1ccc(-c2cc(C(=O)NCc3cccnc3)no2)cc1
→ -4, 1, 0.9, 0.9, 9, 8, -9, 0.9, 0.9, -2
21) COc1cccc2oc(-c3ccco3)cc(=O)c12
→ 31, 1, 0.9, 1.1, -22, 12, -4, 1.2, 1.1, 1
22) COc1cc(NC(=O)c2noc3c2CCC3)c(OC)cc1Cl
→ -5, 1.1, 0.9, 0.8, -16, 14, -4, 1.2, 0.9, -6
29) COc1ccc(NS(=O)(=O)c2ccc3oc(Nc4ccc5c(c4)OCCO5)nc3c2)cc1
→ 93*, 1.1, 0.7, 0.8, 12, 25, -13, 0.9, 0.9, -8
32) COc1ccc(NC(=O)NC23CC4(C)CC(C)(CC(C)(C4)C2)C3)cc1
→ 95*, 1, 1, 0.9, 0, 0, -6, 1, 1, -3
42) COc1ccccc1-c1ccc(SCc2ccc(F)cc2)nn1
→ -6, 1, 0.8, 0.8, 12, 18, -8, 0.9, 0.9, 2
43) COc1ccc(C2CC(=O)N3CN(Cc4ccco4)CSC3=C2C#N)cc1 (centres undefined)
→ 4, 1, 0.6, 0.4, 3, 41, -8, 1, 0.3, 1

From PubChem BioAssay
